Wee1 degr inh = Wee1 degradation inhibitors, primary screen, cell-based, HeLa, Wee1K328M-luciferase, luminescence; Wee1-like protein kinase (Homo sapiens), P30291; HeLa Luc-Wee1K328M stability; 100% = proteasome inhibitor MG132 effect; reporter increase, % at 5 µM; 220,000 tested, 1.2% active; AID 1321, 2008;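 active = activation above the mean of all tested compounds plus 3 SD, set per screening run, cut at about 8.8% in these data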;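 also: cells exposed to compound for 20 h before luminescence read; 0% = DMSO alone and 100% = MG132 at 30 µM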
PPC-1+TRAIL kill = compounds killing PPC-1 cancer cells with TRAIL present, primary screen, TRAIL potentiator project, ATPLite luminescence, uHTS; 220,000 tested, 0.41% active; PPC-1 cells + TRAIL, ATPLite viability luminescence; cell killing (% activity), % at 4 µM; AID 1443, 2008;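 active = cell killing above 50% in the first pass at 4 µM, then a duplicate retest at 5 µM averaging 50% or more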;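 also: plate controls were cells with TRAIL plus DMSO for no effect and medium-only wells lacking cells for full effect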
FXIa inh 1536 = human FXIa protease inhibitors, primary screen, biochemical, 1536-well; 220,000 tested, 0.14% active; AID 798, 2007; inhibition, % at 5 µM; purified FXIa, Boc-Glu-Ala-Arg-AMC fluorogenic substrate;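 active = inhibition of at least 40%; inactive = inhibition below 40%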;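 also: fluorescence of freed AMC excited at 355 nm; 0% = enzyme without compound and 100% = no enzyme blank; many of its hits are not listed in these tables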
FXIIa inh = human FXIIa protease inhibitors, primary screen, biochemical, 1536-well; Coagulation factor XII (Homo sapiens), P00748; purified FXIIa, Boc-QGR-AMC fluorogenic substrate, 2 h; inhibition, % at 5 µM; 220,000 tested, 0.3% active; AID 800, 2007; in the data active = inhibition above about 40%;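 also: 0% = enzyme with no compound and 100% = blank without enzyme; many of its hits are not listed in these tables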
Target sequence (P00748 20-372 limits assumed): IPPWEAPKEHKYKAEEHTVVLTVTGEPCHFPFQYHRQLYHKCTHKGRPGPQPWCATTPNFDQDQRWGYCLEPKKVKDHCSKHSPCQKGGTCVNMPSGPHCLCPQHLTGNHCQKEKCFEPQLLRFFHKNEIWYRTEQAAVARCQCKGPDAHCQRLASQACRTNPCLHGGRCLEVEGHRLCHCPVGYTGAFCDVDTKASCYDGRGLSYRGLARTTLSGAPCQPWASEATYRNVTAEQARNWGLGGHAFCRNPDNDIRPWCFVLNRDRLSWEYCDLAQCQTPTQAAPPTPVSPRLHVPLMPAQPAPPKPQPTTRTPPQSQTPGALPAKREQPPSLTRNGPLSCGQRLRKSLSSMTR
Target sequence (P00748 373-615 limits assumed): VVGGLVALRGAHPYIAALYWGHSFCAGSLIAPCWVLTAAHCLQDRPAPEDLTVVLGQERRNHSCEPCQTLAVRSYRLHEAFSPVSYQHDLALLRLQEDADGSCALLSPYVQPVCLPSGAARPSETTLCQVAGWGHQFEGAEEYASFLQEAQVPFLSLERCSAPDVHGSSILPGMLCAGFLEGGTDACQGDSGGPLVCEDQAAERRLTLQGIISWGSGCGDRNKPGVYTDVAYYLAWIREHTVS
L929 necroptosis = inhibitors of zVAD-triggered necroptosis, primary screen, L929 cells; L929 zVAD necroptosis rescue, ATP luminescence, 24 h; with zVAD 60 µM; viability rescue, % at 10 µM; 220,000 tested, 0.38% active;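 active = activation, scaled between plate controls, above about 75%, limit read from the data; inactive = activation under that limit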;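 also: 0% = zVAD with DMSO and 100% = DMSO alone without zVAD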
TbHK1 inh = Trypanosoma brucei hexokinase 1 inhibitors, primary screen, biochemical, G6PDH-coupled NADH absorbance, MLSCN library | recombinant TbHK1, G6PDH-coupled NADH A340 | inhibition, % at 10 µM | 220,000 tested, 0.11% active;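 active = inhibition of 50% or more in the single-dose primary screen; inactive = inhibition below 50%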
PGE2 EP2 inh = human EP2 receptor antagonists, primary screen, TR-FRET cAMP, C6 glioma cells; inhibition, % at 25 µM; Prostaglandin E2 receptor EP2 subtype (Homo sapiens), P43116; C6 glioma cells expressing human EP2; cells stimulated with saturating PGE2; AID 1422, 2008; 260,000 tested, 0.52% active;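 active = percent inhibition above 40 after rounding to a whole number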;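 also: rat C6 glioma host cells with rolipram phosphodiesterase inhibitor present; the protocol text gives 20 µM as final concentration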
Target sequence (P43116 whole entry, looked up): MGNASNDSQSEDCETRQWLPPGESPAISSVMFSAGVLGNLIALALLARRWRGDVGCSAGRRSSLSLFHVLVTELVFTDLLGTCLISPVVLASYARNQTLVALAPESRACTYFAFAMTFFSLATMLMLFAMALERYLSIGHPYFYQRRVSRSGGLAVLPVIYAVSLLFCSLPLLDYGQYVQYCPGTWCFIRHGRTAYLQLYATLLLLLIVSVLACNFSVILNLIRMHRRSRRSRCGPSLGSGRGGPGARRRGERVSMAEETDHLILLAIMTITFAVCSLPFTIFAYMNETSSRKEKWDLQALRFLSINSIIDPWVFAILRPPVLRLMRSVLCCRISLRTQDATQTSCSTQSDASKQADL
TNF death inh = inhibitors of TNF-alpha triggered necroptosis, primary screen, cell-based, Jurkat FADD-/-, single concentration; Jurkat FADD-/- TNF necroptosis rescue, ATP luminescence, 24 h; 0 = TNF only, 100 = no-TNF cells; activation (protection from cell death), % at 10 µM; 220,000 tested, 0.068% active; AID 463075, 2010;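 active = activation, meaning protection from cell death, of at least 50% relative to plate controls; inactive = activation below 50%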;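 also: necroptosis triggered by 40 ng/mL TNF-alpha added together with compound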
CHOP inh = inhibitors of CHOP promoter induction, primary screen, cell-based, unfolded protein response, luciferase reporter; 220,000 tested, 3.8% active; AID 2732, 2010; CHO-K1 CHOP-promoter luciferase, tunicamycin-induced, 15-18 h; inhibition, % at 10 µM;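 active = compounds that reduced the stress-induced luciferase reporter signal by more than about 70% of percent inhibition, limit read from the data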;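 also: 0% = tunicamycin plus vehicle and 100% = wells without tunicamycin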
Active calls of the source: *; · = no result given; & = joins results of further samples. The list is partial; rates above refer to the full screens.

item	molecule	FXIa inh 1536	TNF death inh	Wee1 degr inh	PPC-1+TRAIL kill	PGE2 EP2 inh	FXIIa inh	TbHK1 inh	L929 necroptosis	CHOP inh
1	CN1CCN(C(=S)c2ccc(-c3cccc([N+](=O)[O-])c3)o2)CC1	-4.0	0.3	10.3*	-7.0	8.2	4.9	-38.8	0.9	-14.4
2	COc1ccc(C2=NOC(COc3ccc([N+](=O)[O-])cc3)C2)cc1 (stereo not given)	2.4	3.7	0.2	-2.1	10.5	11.6	-5.9	0.3	-8.3
3	O=C(Nc1cc(C(F)(F)F)ccc1N1CCOCC1)c1n[nH]c(=O)c2ccccc12	3.7	-6.2	1.9	4.2	5.7	10.9	-18.8	-0.2	78.3*
4	Cc1ccc2cccc(O)c2[n+]1[O-]	-7.2	-0.3	-2.4	-18.1	8.2	-17.4	-9.6	1.2	31.4
5	O=C(Cc1ccc([N+](=O)[O-])cc1)Nc1ccc(O)cc1C(=O)O	-2.9	0.8	6.7	18.2	0.9	-2.5	-3.0	-0.1	-8.2
6	Cc1c(C(=O)Nc2ccccc2)sc2nc3n(c(=O)c12)CCCCC3	-4.4	4.7	5.1	22.7	7.5	8.5	-2.4	8.4	-39.8
7	COc1ccc(-c2cc(C(=O)N3CCCc4ccccc43)no2)cc1OC	1.4	1.1	-0.9	12.1	3.4	12.1	1.0	0.4	39.2
8	C=CCN1C(=O)C(Cc2cccc(C)c2)SC1=Nc1ccc(C(=O)O)cc1 (stereo not given)	8.2	-2.2	-2.2	20.8	10.1	6.4	0.5	-0.3	11.9
9	COC(=O)c1c(NC(=O)C2CC2)sc(C(=O)Nc2ccccc2)c1C	-2.4	1.1	-0.4	0.6	4.4	4.3	-4.5	29.7	12.3
10	C/C=C/c1ccc(OCC(=O)O)c(OC)c1	-6.4	-0.2	1.7	7.1	20.8	0.1	9.6	-0.2	4.6
11	COCCCN(C(=S)NC(=O)C(C)(C)C)c1c(N)n(Cc2ccccc2)c(=O)[nH]c1=O	-8.3	0.2	-0.3	9.6	7.0	1.1	-2.4	-0.5	-4.9
12	O=C(Nc1ccccc1Cl)c1ccc(-n2cccn2)c([N+](=O)[O-])c1	1.1	0.0	-1.6	9.5	18.0	9.5	-7.8	0.8	-6.4
13	Cc1cc(C)c2[nH]c(=O)c(C(c3nnnn3CC3CCCO3)N3CCC(C)CC3)cc2c1 (stereo not given)	-1.2	2.8	0.2	-2.6	10.2&8.7	10.8	-7.2	2.7	33.7
14	CC(C)C[C@H](NC(=O)c1nc[nH]c1C(=O)N[C@@H](CCCCNC(=O)OC(C)(C)C)C(=O)OC(C)(C)C)C(=O)OC(C)(C)C	-1.6	2.7	·	7.7	7.7	5.7	-7.2	1.3	-10.7
15	CCn1cc(C(=O)Nc2cc3c(cc2NC(C)=O)OCCO3)c(=O)c2ccc(C)nc21	·	1.2	-0.9	·	·	·	-5.8	0.1	·
16	CC1CCC2(CC1)SCC(=O)N2c1ccccc1 (stereo not given)	21.2	-1.9	0.9	17.7	19.4	24.0	0.9	0.3	6.3
17	OCCn1nc2c3ccccc3nc-2n(-c2ccccc2)c1=S	2.8	0.3	0.8	-22.8	1.8	17.9	-1.2	0.0	-26.3
18	COc1ccc(C(CCN)Cc2ccccc2)cc1 (stereo not given)	-2.0	10.1	3.5	22.1	8.9	5.2	1.1	1.7	12.1
19	CCOc1ccc(C2=NNC(c3cccs3)=Nc3ccc(OC)cc32)cc1	4.4	4.0	3.9	24.6	2.6	10.9	-6.0	1.0	9.2
20	Clc1ccccc1CNc1nc2ccccc2n2cnnc12	-0.8	-0.1	-0.3	8.6	9.0	5.6	-16.1	0.4	17.3
21	O=C(COC(=O)c1cnccn1)Nc1cccc2ccccc12	-1.3	-1.4	-0.8	18.9	3.2	6.1	-4.4	6.8	12.4
22	N#C/C(=C\c1ccc([N+](=O)[O-])cc1)c1ccccn1	-3.6	-3.0	0.4	-21.1	10.2	4.5	-24.0	-1.1	-50.7
23	Cc1c(NC(=O)c2nn3c(C(F)(F)F)cc(-c4ccccc4)nc3c2Br)c(=O)n(-c2ccccc2)n1C	7.3	0.7	-1.1	4.3	7.4	9.8	-6.4	-0.3	25.8
24	O=C(COc1ccccc1)N1CCNC1=O	8.2	-1.9	-1.1	-1.0	13.5	13.4	3.6	0.0	-8.8
25	CCOC(=O)c1nnn(CC(=O)NC(=O)Nc2ccccc2)c1C(=O)OCC	-3.7	1.5	-2.0	-0.1	5.1	-0.3	-3.9	2.6	22.2
26	COc1ccc(CCC(=O)Nc2ccccc2C(F)(F)F)cc1	8.6	0.9	-0.3	30.3	6.7	15.5	1.3	-0.2	9.7
27	Fc1ccc(Sc2nc(-c3ccccc3)nnc2C(F)(F)F)cc1	-8.3	-22.8	0.9	3.2	9.4	4.2	3.1	39.3	111.7*
28	CCCCCn1c(=O)[nH]c2cc(C(=O)NCCCN(C)Cc3ccccc3)ccc2c1=O	-6.7	-0.2	4.0	7.6	4.2	4.0	3.3	0.6	21.9
29	Cc1cc(NC(=O)c2ccc(-c3ccccc3F)o2)no1	0.0	1.1	5.6	-12.1	2.5	12.2	-21.1	0.8	26.7
30	O=C(CCCC(=O)Nc1cccnc1)Nc1cccnc1	-4.5	-0.5	-3.0	11.0	7.8	-0.9	0.4	0.1	-39.8

In another format: 7 of the compounds above.
11	COCCCN(C(=S)NC(=O)C(C)(C)C)c1c(N)n(Cc2ccccc2)c(=O)[nH]c1=O
1	CN1CCN(C(=S)c2ccc(-c3cccc([N+](=O)[O-])c3)o2)CC1
23	Cc1c(NC(=O)c2nn3c(C(F)(F)F)cc(-c4ccccc4)nc3c2Br)c(=O)n(-c2ccccc2)n1C
14	CC(C)C[C@H](NC(=O)c1nc[nH]c1C(=O)N[C@@H](CCCCNC(=O)OC(C)(C)C)C(=O)OC(C)(C)C)C(=O)OC(C)(C)C
29	Cc1cc(NC(=O)c2ccc(-c3ccccc3F)o2)no1
24	O=C(COc1ccccc1)N1CCNC1=O
2	COc1ccc(C2=NOC(COc3ccc([N+](=O)[O-])cc3)C2)cc1 (stereo not given)

assay / entry | 11 | 1 | 23 | 14 | 29 | 24 | 2
FXIa inh 1536 | -8.3 | -4.0 | 7.3 | -1.6 | 0.0 | 8.2 | 2.4
TNF death inh | 0.2 | 0.3 | 0.7 | 2.7 | 1.1 | -1.9 | 3.7
Wee1 degr inh | -0.3 | 10.3* | -1.1 | · | 5.6 | -1.1 | 0.2
PPC-1+TRAIL kill | 9.6 | -7.0 | 4.3 | 7.7 | -12.1 | -1.0 | -2.1
PGE2 EP2 inh | 7.0 | 8.2 | 7.4 | 7.7 | 2.5 | 13.5 | 10.5
FXIIa inh | 1.1 | 4.9 | 9.8 | 5.7 | 12.2 | 13.4 | 11.6
TbHK1 inh | -2.4 | -38.8 | -6.4 | -7.2 | -21.1 | 3.6 | -5.9
L929 necroptosis | -0.5 | 0.9 | -0.3 | 1.3 | 0.8 | 0.0 | 0.3
CHOP inh | -4.9 | -14.4 | 25.8 | -10.7 | 26.7 | -8.8 | -8.3

The results go on.
item	molecule	FXIa inh 1536	TNF death inh	Wee1 degr inh	PPC-1+TRAIL kill	PGE2 EP2 inh	FXIIa inh	TbHK1 inh	L929 necroptosis	CHOP inh
31	CC1=CC(=O)N(c2ccn(C)n2)C1=O	-2.8	-3.6	-0.3	4.6	10.8	-0.7	-6.6	0.6	-26.2
32	Cc1snc(S(=O)(=O)Cc2ccccc2Cl)c1C#N	-8.7	-2.1	0.6	7.4	4.6	-5.2	10.1	-0.3	5.6
33	Cc1cc(C)nc(N2CCC(C(=O)NNC(=O)Cc3ccccc3)CC2)n1	0.3	2.2	-0.1	19.8	3.6	8.3	-9.4	0.2	4.1
34	O=C(N/N=C/c1ccncc1)c1cc2c(ccc3ccccc32)o1	0.6	-3.9	-2.6	-11.4	·	10.7	-6.9	3.2	108.6*
35	Cc1ccc(NS(=O)(=O)c2cccc(C(=O)OCC(=O)NCc3ccco3)c2)cc1	-5.5	-3.8	0.0	8.1	1.7	8.1	5.0	-0.9	38.1
36	COc1ccc(-c2[nH]ncc2CN2CCN(C(=O)c3ccco3)CC2)cc1F	0.0	2.9	0.0	16.0	4.4	7.4	-1.6	-0.1	1.4
37	CCNC(=S)N1CCN(c2ccc([N+](=O)[O-])cc2)CC1	-10.1	-0.6	-1.3	2.0	18.2	10.5	-9.7	0.5	27.1
38	CCc1c(C)nc2ccc(Br)cc2c1SCCC#N	-4.8	2.6	-2.9	20.0	11.5	-4.7	-8.3	1.5	60.4
39	O=C(Nc1ccccc1C(=O)Nc1nnc(C(F)(F)F)s1)c1ccccc1Cl	6.0	-13.3	-0.3	28.1	16.1	11.6	-3.2	5.4	73.6*
40	O=C(Nc1ccccc1)OCN1C(=O)c2ccccc2C1=O	-15.7	-3.7	-0.3	20.0	7.7	3.5	-0.3	1.0	16.3
41	Cc1cccc(N2C(=O)CC(N3CCN(C(=O)c4ccccc4)CC3)C2=O)c1 (stereo not given)	5.6	-0.6	0.2	16.8	6.2	2.1	-12.8	0.3	26.5
42	CC(C)(CC(=O)O)CC(=O)Nc1ccc(Cl)c(Cl)c1	1.0	-1.1	-1.9	-0.8	0.8	15.7	-3.9	-0.4	-0.9
43	COc1ccc(CNC(=O)Cn2cnc3c(=O)n(C)c(=O)n(C)c32)cc1	5.8	-1.2	-1.4	0.1	10.0	2.5	1.1	-0.6	45.8
44	Cn1c(=O)c2c(nc(CN3CCC(Cc4ccccc4)CC3)n2CCN2CCOCC2)n(C)c1=O	1.9	-1.1	-0.1	-6.8	12.5	7.4	-11.5	-1.6	44.7
45	O=C(CC1SC(=Nc2ccccc2)N(CCO)C1=O)Nc1ccccc1 (stereo not given)	-3.5	2.9	-1.3	8.8	1.0	4.8	-1.0	6.0	-0.7
46	Cc1nc2c(=O)[nH]c3ccccc3c2o1	-1.6	0.8	1.1	-2.2	4.5	3.7	-4.2	1.6	-4.0
47	O=C(O)c1cccc(CSc2nc(-c3ccc(Cl)cc3)cc(C(F)(F)F)n2)c1	2.1	0.0	-0.2	15.7	11.8	13.1	9.4	0.5	7.2
48	Cc1ccc(NC(=O)OCCN2CCN(S(=O)(=O)c3ccc(C)cc3)CCC2=O)cc1	4.1	0.9	2.5	13.1	10.7	13.7	-2.6	-0.9	40.8
49	Cc1nc(-c2ccccc2)cc(N2CCCC2)n1	4.6	-1.7	-1.6	10.6	7.6	16.2	0.3	-0.2	39.7
50	O=C(Nc1cccc(-c2cnc3ccccc3n2)c1)c1ccco1	20.3	-3.6	-1.9	8.0	18.6	23.6	-15.9	1.8	-8.4
51	CCOC(=O)N1CCc2c(sc3ncn(C)c(=O)c23)C1	8.2	0.4	-2.4	14.1	7.5	7.0	-8.2	1.3	7.4

Some entries already given, reduced to PPC-1+TRAIL kill, FXIIa inh and FXIa inh 1536:
# | mol | PPC-1+TRAIL kill | FXIIa inh | FXIa inh 1536
51 | CCOC(=O)N1CCc2c(sc3ncn(C)c(=O)c23)C1 | 14.1 | 7.0 | 8.2
37 | CCNC(=S)N1CCN(c2ccc([N+](=O)[O-])cc2)CC1 | 2.0 | 10.5 | -10.1

Bioassay records as filed in PubChem.
